HepG2 tox: kills HepG2 cells in TGF-b inhibitor counter-screen. HepG2 CAGA-GFP viability, ATP luminescence, 18 h. Potency, µM (titrated, usually from 46.1 µM), without a hit: at the top dose activity change, negative = cytotoxicity, most hits filed as cytotoxic. 0.76% of 410,000 active. AID 588856; also: potency is read from the fitted curve at half-maximal effect; some results filed as inactive show a strong effect at the top dose
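CellTiter-Glo luminescence gave cytotoxicity after 18 hours at 37 degrees C. The cells were HepG2 CAGA-GFP in 1% FBS DMEM, stimulated with 500 pg/mL TGF-beta after compound addition. %Activity was normalised to no-cell wells (complete cell-killing) and DMSO (no toxicity), and curves were fitted and classified.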
A549 tox: A549 cytotoxicity, counter-screen for Nrf2 inhibitors | Potency, µM (highest dose often 46 µM), without a hit: top-dose activity change, negative = cytotoxicity, hits mostly inhibitors | A549 ARE-Fluc cells, CellTiter-Fluor viability, 18-24 h | AID 504648 | 0.16% of 390,000 active; also: potency is read from the fitted curve at half-maximal effect; % is scaled to controls: 0 for no effect and ±100 for the full control effect
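Cytotoxicity counterscreen: CellTiter-Fluor fluorescence was measured in A549 ARE_Fluc cells after 18-24 h of compound exposure in a concentration series. The subsequent BugLite luminescent read reports ARE-luciferase activity.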
Nrf2 ARE act: activators of Nrf2 (ARE) signaling | AID 624171 | Potency, µM (series often up to 46.1 µM), inactives show top-dose activation, most hits filed as activators | 0.31% of 410,000 active | AREc32 ARE-luciferase reporter (MCF7-derived line), luminescence, 24 h; also: potency is read from the fitted curve at half-maximal effect; % of control where 0% means no effect; nearly all actives have a fitted effect of over 65% in size
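Each well held 1000 AREc32 cells, which were incubated with compound for 24 hr at 37 deg C after overnight attachment, and ARE reporter activity was quantified by firefly luciferase luminescence.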
TGFb SMAD3 inh: inhibitors of TGF-b signaling | HepG2 CAGA-GFP TGF-b/SMAD3 reporter, GFP fluorescence, 18 h; TGF-beta stimulated, 500 pg/mL final | AID 588855 | Potency, µM (doses to about 46.1 µM), for inactives: at the top dose activity, negative = inhibition, most hits filed as inhibitors | 1.2% of 410,000 active; also: potency is read from the fitted curve at half-maximal effect; % is scaled to controls: 0 for no effect and ±100 for the full control effect; nearly all actives have a fitted effect of over 65% in size
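First, reporter cells (HEPG2 CAGA-GFP) rested 2 h at 37 degrees C. Next, compounds were pinned in and TGF-beta added to 500 pg/mL final. After 18 h, GFP was imaged per cell and summed per well.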
Nrf2 block: Nrf2 pathway inhibition. A549 ARE-Fluc reporter, luciferase luminescence, 18-24 h. Potency, µM (doses to about 46 µM), for the others: at the top dose activity change, negative = inhibition, hits mostly inhibitors. 2.1% of 360,000 active; also: potency is read from the fitted curve at half-maximal effect; % is scaled to controls: 0 for no effect and ±100 for the full control effect; nearly all actives have a fitted effect of over 60% in size
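Two sequential reads on A549 ARE_Fluc cells exposed to compound for 18-24 h: a CellTiter-Fluor fluorescence read for viability, then a luciferase luminescence read for Nrf2/ARE activity.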
Akt phos inh: Akt phosphorylation inhibition. Neuro2A IGF-stimulated pAkt S473 HTRF, 20 min; hits give low values. 0.32% of 360,000 active. AID 651550. activity change, % for hits at 50 µM; in the data active = activity change below about -80%; inconclusive = mostly about -51% to -80%; also: % is scaled to controls: 0 for no effect and ±100 for the full control effect
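Neuro2A cells (4,500/well, DMEM with 0.5% FBS) were treated with compound at a single 50 µM final concentration, stimulated with 6 nM IGF for 20 min at 37 °C, and lysed. Phospho-Akt Ser473 was read by HTRF as 665/615 ratio ×10^4.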
MmCpn inh: blocks the Methanococcus maripaludis chaperonin Mm-Cpn; 0.031% of 330,000 active; Potency, µM (highest dose often 76.9 µM), inactives show at the top dose activity, negative = inhibition, hits mostly inhibitors; AID 504842; purified Mm-Cpn ATPase, ADP Transcreener TR-FRET; also: potency is read from the fitted curve at half-maximal effect; % is scaled to controls: 0 for no effect and ±100 for the full control effect; nearly all actives have a fitted effect of over 80% in size
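Compound-treated chaperonin, 25 nM final, turns over 10 uM ATP at 37°C for 30 min following a 10 min preincubation; ADP generated competes with ADP-d2 for Eu-cryptate antibody, lowering FRET.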
CCT chaperon mod: cytosolic chaperonin activity modulation | AID 651819 | 0.3% of 360,000 active | activity change, % (concentration not given with the values), hits read low | purified chaperonin ATPase assay, HTRF ADP detection, 30 min; in the data active = activity change below about -30%; also: % is scaled to controls: 0 for no effect and ±100 for the full control effect
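Enzyme 40 or 20 nM (batch-dependent) in Tris pH 7.4/KCl/MgCl2/DTT; cpd 76 uM single point; ATP 10 uM; 30 min 37 °C; Transcreener ADP HTRF detection, 30 min RT; ratio 665/615.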
S2 tox: reduces viability in counter-screen for ATXN expression inhibitors | S2 cells (HEK-293 line with an ATXN2-luciferase reporter) viability, CellTiter-Fluor protease fluorescence, 24 h | Potency, µM (titrated, usually from 56.7 µM), actives largely listed as cytotoxic | 0.49% of 400,000 active | AID 651635; also: potency is read from the fitted curve at half-maximal effect; nearly all actives have a fitted effect of over 40% in size
Numbers without * were called inactive; i = inactive; u = inconclusive; x = no result given. Unless noted, calls follow the shape of the dose curve; as a rule, active = well fitted curve in the direction sought with a large enough effect; inconclusive = small, poorly fitted or top-dose-only effect, or another doubt; inactive = no such curve, though single readings can be large; an effect the other way counts as inactive or inconclusive. Outcome played no part in choosing rows; about 4.4% have a hit in one of these screens.

The line under a structure holds: HepG2 tox	A549 tox	Nrf2 ARE act	TGFb SMAD3 inh	Nrf2 block	Akt phos inh	MmCpn inh	CCT chaperon mod	S2 tox
> CCCCC(CCC(=O)O)(C(=O)OCC)c1csc(N)n1 (centres undefined)
    -6%	-9%	-1.1%	1%	-6%	i	1%	-4.4	i
> O=C(NCC1CCCO1)c1cc(-c2ccncc2)nc2ccc(S(=O)(=O)N3CCOCC3)cc12 (centres undefined)
    -33%	-5%	0.1%	14%	-2%	x	-6%	0.3	i
> COc1cc(Cl)ccc1OCc1cc(C(=O)N2CC[C@@H]3CCCC[C@H]3C2)no1
    -20%	-1%	3.2%	u	u	i	0%	-2.1	u
> CCOC(=O)CN(C(=O)Cn1nnc(-c2ccc(C)cc2)n1)C(CC)C(=O)NC1CCCC1 (centres undefined)
    -6%	-7%	0.2%	-13%	1%	i	0%	1.2	i
> CC(C)(C)c1ccc(S(=O)(=O)NCC(=O)N2CCCC2)cc1
    3%	3%	-0.4%	12%	1%	i	1%	-4.8	i
> Cc1[nH]c2ccc(-c3nnc(SCC(=O)NCc4ccco4)n3Cc3ccccc3)cc2c1C
    -5%	-17%	7.7%	u	u	i	2%	-0.6	i
> O=C(CO/N=C/c1ccc(OC(F)F)cc1)NCc1ccco1
    -8%	6%	7.0%	-3%	9%	i	5%	0.5	i
> CCc1ccc(N(CC(=O)Nc2ccc(NC(C)=O)cc2)S(=O)(=O)c2ccccc2)cc1
    12%	-21%	0.9%	22%	u	i	0%	-2.9	i
> CCCCCCN1C[C@@H](n2cc(-c3ccc(F)cc3)nn2)[C@H](O)C[C@@H]1c1ccc(OC)cc1
    -91%	x	-0.8%	u	x	i	x	0.2	x
> Cn1c(NCCCN2CCOCC2)nc2c1c(=O)n(Cc1ccc(Cl)c(Cl)c1)c(=O)n2C
    -39%	-1%	2.7%	2%	-12%	i	-1%	-3.1	i
> Cn1c(NCCOc2ccccc2)nc2cc(-c3ccc(F)cc3)sc2c1=O
    -35%	x	15%	-5%	x	i	x	-6.2	i
> CN(C)c1nc(NCc2ccccc2)nc(Oc2ccc(=O)[nH]n2)n1
    -11%	-3%	-0.1%	17%	0%	i	0%	-3.3	i
> O=S(=O)(c1ccc(N2CCN(CCO)CC2)nc1)N1CCCCC1
    12%	-3%	0.3%	1%	x	i	-2%	-3.9	i
> CCOc1ccccc1NC(=S)NC(=O)C1CCCCC1
    -24%	10%	4.9%	-22%	13%	i	1%	-1.4	i
> Nn1c(Cc2cccc3ccccc23)nnc1SCC(=O)NCC1CCCO1 (centres undefined)
    -43%	-5%	-0.3%	9%	7%	i	-1%	-0.6	i
> Cc1sc(N2C(=O)C3C4C=CC(C4)C3C2=O)c(C#N)c1C (centres undefined)
    -2%	-1%	0.0%	-8%	1%	i	1%	2.4	i
> O=C(O)CCCn1cc(NC(=O)c2cccc(F)c2)cn1
    17%	-1%	0.1%	0%	-3%	i	5%	-0.9	u
> Cc1ccccc1C(=O)N1CCC(C(=O)N(C)CC(=O)Nc2cccc(F)c2)CC1
    0%	-2%	-0.3%	-1%	u	i	-3%	1.4	i
> Cc1c(C(=O)OCC(=O)N(C)Cc2ccc(Cl)cc2)oc2ccccc12
    -19%	-20%	-0.6%	4%	u	i	2%	0.6	i
> COc1ccccc1NC(=O)CSc1nnc(Cc2cccs2)n1C
    0%	-2%	0.5%	u	5%	i	2%	0.0	i
> Cc1nc2nc[nH]n2c(=O)c1CCOC(=O)c1c(F)cccc1F
    2%	-6%	1.6%	10%	-17%	i	-2%	2.4	i
> CCc1cccc(NS(=O)(=O)c2ccc3c(c2)N(C)CCO3)c1
    -14%	-5%	0.2%	u	u	i	6%	-2.4	i
> OCc1ccccc1SSc1ccccc1CO
    -60%	-18%	u	u	-7%	i	x	-3.4	u
> CCOCCCNS(=O)(=O)c1ccc(NC(=O)c2ccc([N+](=O)[O-])cc2Cl)cc1
    -3%	0%	0.5%	0%	-20%	i	4%	0.7	i
> O=C(CN1C(=O)C2CCCCN2c2ccc(C(=O)N3CCCC3)cc21)NCc1ccc(F)cc1 (centres undefined)
    4%	-1%	-0.3%	-11%	x	x	x	x	i
> O=C(NNC(=O)c1ccc([N+](=O)[O-])cc1C(=O)O)c1ccncc1
    1%	-4%	-0.5%	-10%	0%	i	1%	-1.4	i
> O=C(NCCN1C(=O)S/C(=C\c2cccnc2)C1=O)C1=NN(c2ccccc2)C(=O)CC1
    -1%	5%	2.3%	3%	3%	i	-5%	-5.8	u
> Cc1cc(C)cc(OCC(=O)Nc2ccccc2C(=O)NCc2ccco2)c1
    1%	11%	15%	12%	13%	i	1%	0.8	i
> Cc1ccnc2nc(C(=O)NCCc3ccc(F)cc3)nn12
    -8%	11%	2.9%	51%	18%	i	2%	2.5	i
> O=C(C[n+]1cccc2ccccc21)c1ccc(NC(=O)c2ccccc2)cc1
    -2%	0%	0.1%	15%	-18%	i	-1%	1.0	i
> COc1ccc(CCNC(=O)C2CCN(S(=O)(=O)c3ccc(C)cc3)CC2)cc1
    -3%	2%	-0.9%	5%	1%	i	0%	-2.9	i
> O=C(OCC1OC(n2ccc(=O)[nH]c2=O)C(O)C1OC(=O)c1ccccc1)c1ccccc1 (centres undefined)
    -1%	-5%	0.4%	-1%	-17%	i	-1%	1.7	i
> Cc1ccc(CCNC(=O)c2cc(S(=O)(=O)N3CCCC3)cn2C)cc1
    -18%	3%	-0.6%	-22%	-22%	i	0%	0.1	i
> COc1ccc(C(=O)OCC(=O)NCCCc2ccccc2)cc1[N+](=O)[O-]
    8%	-3%	-0.9%	-11%	3%	i	-5%	-6.5	i
> CSc1ccc(CCNC(=O)CCc2nnc3ccc(N4CCOCC4)nn23)cc1
    -16%	-18%	-0.6%	-2%	-12%	i	1%	-1.6	i
> Cn1c(NNC(=O)CCC2CCCCC2)cc(=O)n(C)c1=O
    -19%	0%	1.8%	-20%	13%	i	1%	-1.3	i
> O=C1NC[C@H](CCCCN2C[C@H](Cc3ccc(O)cc3)N(CCc3ccccc3)C(=O)C2=O)N(CCC2CCCCC2)C1=O
    x	x	-0.1%	x	x	i	x	-0.5	i
> COc1cc(NC(=O)c2cc(-c3cccnc3)nc3ccc(Br)cc23)cc(OC)c1
    -27%	-9%	0.7%	4%	u	i	-1%	2.2	i
> O=C(CCC(=O)OCC(=O)c1ccccc1)Nc1cccc(Cl)c1
    0%	2%	-0.1%	-1%	3%	i	1%	-1.2	i
> CN(C(=O)COC(=O)c1ccc(Cl)c(S(=O)(=O)NCc2ccccc2)c1)C1CCS(=O)(=O)C1 (centres undefined)
    -1%	4%	2.3%	-5%	14%	i	x	0.8	i
> CCOC(=O)C1C(=O)NC(c2ccccc2)=NC1c1ccc(O)c(OC)c1 (centres undefined)
    4%	-5%	2.3%	8%	16%	i	-3%	-1.5	i
> CCOC(=O)c1ccc(NCc2cccnc2)cc1
    -24%	0%	7.6%	17%	-2%	i	0%	1.0	u
> CC(Cc1ccccc1)NC(=O)CCNNC(=O)c1ccncc1 (centres undefined)
    -3%	x	-1.1%	9%	x	i	x	0.1	i
> CCOc1ccccc1NC(=O)c1csc(C)c1C
    -5%	10%	18%	3%	21%	i	-2%	0.5	i
> O=C(c1cccc(Cl)c1)C1CCCN(S(=O)(=O)c2ccccc2)C1 (centres undefined)
    -19%	5%	-0.2%	-23%	u	i	3%	-1.2	i
> CCOC(=O)C1=C(O)/C(=C\c2ccc(CNC(=O)C(=O)Nc3ccccc3)o2)N=C1C
    0%	-2%	2.3%	-10%	1%	i	-2%	-1.0	i
> CCn1ncc(CN2CCC(n3nccc3NC(=O)c3ccccc3Cl)CC2)c1C
    -4%	x	-1.0%	-2%	x	i	x	0.8	i
> Cc1c(C#N)c2ccccc2n1CC(=O)N1CCCC1
    4%	-2%	0.3%	0%	9%	i	1%	-0.7	i
> COCCNC(=S)N1CCc2cc(OC)c(OC)cc2C1COc1ccc(C(C)C)cc1 (centres undefined)
    -20%	14%	3.6%	-27%	-16%	i	1%	-1.4	i
> COc1cc(C(NC(C)=O)NC(C)=O)ccc1OCc1ccccc1
    0%	-8%	-0.3%	-4%	-5%	i	1%	-0.3	u
> Cc1cccn2c(=O)c3cc(S(=O)(=O)c4ccccc4)c(=N)n(Cc4ccco4)c3nc12
    2%	u	-0.3%	-5%	-7%	i	-1%	1.9	x
> Cc1ccc(/C=N/NC(=O)C2(O)c3ccccc3-c3ccccc32)o1
    -1%	-4%	2.1%	4%	-2%	i	1%	-2.4	i
> Cc1onc(-c2ccccc2)c1C(=O)OCC(=O)NC(=O)c1ccccc1
    6%	1%	-0.4%	-1%	-15%	i	2%	-1.1	i
> CCc1ccccc1Nc1sc(C(=O)c2ccccc2)c(N)c1S(=O)(=O)c1ccccc1
    -19%	-20%	3.6%	-2%	-6%	x	x	x	x
> O=C(c1ccc2c(=O)n3c(nc2c1)CCCCC3)N1CCN(c2ccc(Cl)cc2)CC1
    -39%	0%	5.0%	-30%	u	i	1%	1.1	i
> Cc1cc(NC(=O)c2cc(-c3ccccn3)nc3c(Cl)cccc23)no1
    13%	-4%	0.3%	-21%	-12%	i	-2%	-0.3	u

3 compounds out of the list, sorted by number of heavy atoms, falling.
The line under a structure holds: HepG2 tox	A549 tox	Nrf2 ARE act	TGFb SMAD3 inh	Nrf2 block	Akt phos inh	MmCpn inh	CCT chaperon mod	S2 tox
> CCn1ncc(CN2CCC(n3nccc3NC(=O)c3ccccc3Cl)CC2)c1C
    -4%	x	-1.0%	-2%	x	i	x	0.8	i
> Cc1onc(-c2ccccc2)c1C(=O)OCC(=O)NC(=O)c1ccccc1
    6%	1%	-0.4%	-1%	-15%	i	2%	-1.1	i
> Cc1c(C#N)c2ccccc2n1CC(=O)N1CCCC1
    4%	-2%	0.3%	0%	9%	i	1%	-0.7	i
